Assay outcomes: PubChem, The Scripps Research Institute Molecular Screening Center
phage Ecoli inh: E. coli growth loss with phage present | growth absorbance | inhibition, % at 11.9 µM | hit rate 0.26% among 360,000 | AID 651602; in the data active = inhibition above about 11%
An asterisk follows results filed as active.

Structure | phage Ecoli inh
CC(C)c1ccc(C(=O)N2CCCC(c3cc(C(=O)Nc4ccc5c(c4)OCO5)no3)C2)cc1 (stereo unspecified) | -0.2
CCOC(=O)C[C@@H]1OC2CCCCC2N1S(=O)(=O)c1ccc(C)cc1 (stereo partly specified) | 1.2
CCNC(=O)N(C)c1c(CC)nc2ccc(C(=O)Nc3cccc(OCC(=O)N(C)C)c3)cn12 | 2.1
CC(=O)Nc1ccc(-c2ccnc3c2CC(C)(C(=O)NCc2cccc(Cl)c2)O3)cc1 (stereo unspecified) | 1.4
CCc1nc2c(OCC(=O)c3ccc(F)cc3)cccn2c1N(C)C(=O)COc1ccccc1 | 2.3
CCOC(=O)C1(C)CCCN(C(=O)C(c2ccccc2)c2ccccc2)C1 (stereo unspecified) | 3.9
COCCCN1C(=O)C(CC(=O)NC2CC2)CC(C(=O)N(C(C)C)C(C)C)=C1C (stereo unspecified) | 1.4
Cc1cc(Cl)ccc1C(O)c1ncc(-c2cccc(F)c2)[nH]1 (stereo unspecified) | 2.5
CCOC(=O)[C@]12CCCC=C1N(Cc1ccc3c(c1)OCO3)C(=O)[C@H](CC(=O)N1CCN(C(=O)C3CC3)CC1)C2 | -1.4
CC1(Cc2ccc(Cl)cc2)C(=O)Nc2ccc(-c3ccc(F)c(Cl)c3)cc21 (stereo unspecified) | 1.9
COC(=O)c1ccc2nc(-c3ccccc3)c(Cc3ccsc3)n2c1 | 5.4
Nc1nc2c(Br)ccc(Br)c2cc1C(=O)NCCc1ccccc1 | -0.2
O=C(NCC1CCCCC1)c1cc(-c2cc(F)ccc2OCC2CCCO2)n[nH]1 (stereo unspecified) | 3.9
C=CCNc1cccc2c1S(=O)(=O)N[C@H](CC(C)C)CO2 | 0.7
Cc1cc(F)cc(-c2cc(C(=O)NCc3ccco3)[nH]n2)c1 | 4.7
CCCc1nc2ccc(C)cn2c1Cc1ccc(OC)cc1C | 1.7
Cc1c(C(=O)NCc2ccccc2)sc(=O)n1Cc1ccccc1F | 2.1
COC(=O)c1ccccc1OCc1cc(=O)oc2ccc(C)cc12 | 0.1
COC(=O)[C@@]1(Cc2ccc(F)cc2)[C@H]2C(CC(=O)C(=O)N3CCCC3)C(=O)C[C@H]2CN1C(=O)c1ccccc1 (stereo partly specified) | 0.6
NC(Cc1cnc[nH]1)c1csc(Nc2ccc(C(F)(F)F)cn2)n1 (stereo unspecified) | 2.6
CC(C)CC(=O)[C@@H](O)Cc1ccc(O)cc1 | 1.8
COc1ccc(C(O)c2ncc(-c3cccc4ccccc34)[nH]2)cc1F (stereo unspecified) | 2.0
CC(=O)N1CCN(Cc2cc(=O)oc3cc(C)ccc23)CC1 | 1.0
Cc1ccc(Oc2cccc3c2S(=O)(=O)N([C@H](C)c2ccccc2)C[C@@H](COCc2ccccc2)O3)cc1 | 1.5
CCOC(=O)[C@]12CCC=C1N(Cc1cccc3ccccc13)C(=O)[C@H](CC(=O)NCc1ccc(OC)c(OC)c1)C2 | 1.4
CNc1cccc(-c2c(OC)cccc2OC)n1 | 2.4
COc1ccc(CN2C[C@@H](CO)O[C@@H](n3cnc4c(N5CCOCC5)ncnc43)C2)cc1 | 2.4
Cc1ccccc1Cn1c(C)c(C(=O)NCc2ccc(Cl)c(Cl)c2)sc1=O | 3.3
CCCS(=O)(=O)NC(=O)C1(C)CCN(C(=O)c2cc(C)nn2C(C)(C)C)C1 (stereo unspecified) | 1.1
CCOC1CCCc2oc(-c3ccc(OC)cc3)c(C#CCCO)c21 (stereo unspecified) | 2.3
CCCCn1nnnc1C(c1cc2ccccc2o1)N1CCN(C(=O)OCC)CC1 (stereo unspecified) | 1.8
C[C@@H]1CN([C@@H](C)CO)C(=O)CCCn2cc(nn2)CO[C@H]1CN(C)C(=O)Nc1ccnc(N2CCOCC2)c1 | 3.3
CCCOc1ccc(F)cc1-c1cc(C(=O)NCc2ccc(F)cc2)[nH]n1 | 0.8
CC(=O)Nc1cncc(-c2cccc(C(=O)NCCN(C)C)c2)n1 | 2.0
C[C@H](O)[C@@H]1C(=O)N2CCc3c([nH]c4c(-c5ccccc5)cccc34)[C@@H]2C[C@@H]1N(C)C(=O)c1cc(Cl)cc(Cl)c1 | 1.1
CCCCc1c(Cc2cccc(F)c2)ncn1CCc1ccccc1OC | -3.1
COC(=O)c1cnc(Nc2nc(C(N)COCc3ccccc3)cs2)nc1C(F)(F)F (stereo unspecified) | 4.7
CC(O)(c1ccccc1)c1nc(-c2csc3ccccc23)cs1 (stereo unspecified) | 2.8
COCCNC(=O)C1(C)CCCN(C(=O)c2cnc3ccccc3n2)C1 (stereo unspecified) | 0.5
CCCNC(=O)C1(C)CCN(C(=O)c2cccnc2Oc2ccccc2)C1 (stereo unspecified) | 2.8
COc1ccc(-n2nnnc2C(c2cc3ccccc3o2)N2CCN(C/C=C/c3ccccc3)CC2)cc1 (stereo unspecified) | 3.2
CCOC(=O)[C@]12CCCC=C1N(CCC1=CCCCC1)C(=O)[C@H](CC(=O)NCCCCc1ccccc1)C2 | 3.0
O=C(NC1CCCCC1)C(CCc1ccccc1)N1CCc2ccccc2C1 (stereo unspecified) | -0.9
Cn1c(=O)c2cc(NC(=O)NCCc3ccccc3)ccc2n1Cc1ccc(F)cc1 | 3.6
C#CCN1C(=O)[C@]2(OC[C@@H]3Cc4ccccc4[C@@H]3C=C2C)c2ccccc21 | 2.3
O=C1CC2c3cc(Br)ccc3CCN2C(=O)CN1Cc1ccccc1 (stereo unspecified) | 3.2
CN(C)CCN1CCN(C2CN(Cc3cn(Cc4ccc(C(F)(F)F)cc4)nn3)S(=O)(=O)C2)CC1 (stereo unspecified) | 3.7
CCCOc1ccc(F)cc1-c1cc(C(=O)NCc2ccccc2OC)[nH]n1 | 1.6

Some of these compounds in order of length of the SMILES, smallest number first.
Structure | phage Ecoli inh
CC(O)(c1ccccc1)c1nc(-c2csc3ccccc23)cs1 (stereo unspecified) | 2.8
CCCNC(=O)C1(C)CCN(C(=O)c2cccnc2Oc2ccccc2)C1 (stereo unspecified) | 2.8
COc1ccc(-n2nnnc2C(c2cc3ccccc3o2)N2CCN(C/C=C/c3ccccc3)CC2)cc1 (stereo unspecified) | 3.2

Additional compounds.
Structure | phage Ecoli inh
CC(C)(CO)CNc1ccn2nccc2n1 | 2.6
CC[C@H](C)[C@H]1CNC(=O)C(=O)N1CC1CCN(CCc2ccc(OC)c(OC)c2)CC1 | 1.0
C[C@@H]1CN([C@@H](C)CO)C(=O)CCCn2nncc2CO[C@H]1CN(C)C(=O)Nc1ccc(N2CCN(C)CC2)cc1 | 2.5
COc1ccccc1C(=O)N1O[C@]23C=C[C@]14C[C@@H](O)CC[C@]4(C)C2CC[C@]1(C)[C@@H]([C@H](C)/C=C/[C@H](C)C(C)C)CC[C@H]13 (stereo partly specified) | 4.0
O=C(NS(=O)(=O)c1cccs1)[C@H]1O[C@@H](n2ccc(=O)[nH]c2=O)[C@H](O)[C@@H]1O | 3.3
COCCNC(=O)C1CCCN(C(=O)c2ccc3c(c2)C(C)(C)CCC3(C)C)CC1 (stereo unspecified) | 1.0
O=C1Nc2cnc(Cl)nc2Nc2ccc(Cl)cc21 | 4.6
CCOC(=O)C1=C[C@@H](C(C)(C)C)N(S(=O)(=O)c2ccc(C)cc2)[C@H]1c1cccc2ccccc12 | 1.2
CCc1ccc(C2CC3C(CN2S(=O)(=O)c2ccc(C)cc2)C(=O)CC(c2ccc(CC)cc2)N3S(=O)(=O)c2ccc(C)cc2)cc1 (stereo unspecified) | 2.4
CCCCCCCCN1C(=O)[C@H](CC(=O)NCCCCc2ccccc2)C[C@@]2(C(=O)OCC)CCCC=C12 | -0.2
CCOc1ccc(Cl)cc1-c1cc(C(=O)NCCOC)[nH]n1 | 1.5
C=CCNC(=O)c1ccsc1N | 1.9

Nothing new here: an excerpt of the list.
Structure | phage Ecoli inh
CC(C)(CO)CNc1ccn2nccc2n1 | 2.6
CC[C@H](C)[C@H]1CNC(=O)C(=O)N1CC1CCN(CCc2ccc(OC)c(OC)c2)CC1 | 1.0

Next results:
Structure | phage Ecoli inh
CC(C)(C)c1ccc(CC(=O)N2CCC2(C)C(=O)Nc2cccc3c2CCCC3)cc1 (stereo unspecified) | -1.9
N#Cc1cccc(-c2csc(C(O)c3ccco3)n2)c1 (stereo unspecified) | 1.1
CCCCCCn1cc(CN2CC(N(C)CC)CS2(=O)=O)nn1 (stereo unspecified) | -0.5
C=CCCC(=O)N1C[C@H]2CCN(C)[C@H]2C[C@H]1c1ccc(Br)cc1 | 2.4
COc1ccc(N2CCN(C(=O)C3CCN(S(=O)(=O)c4ccc5c(c4)CC(C)N5C(=O)C4CC4)CC3)CC2)cc1 (stereo unspecified) | 2.9
NCc1csc(Nc2ccc(C(=O)c3ccccc3)cc2)n1 | 5.9
Cc1ccc(-c2cnc(C(O)c3cc(Cl)cc(Cl)c3)[nH]2)cc1 (stereo unspecified) | 17*
O=C1NC[C@H](Cc2ccccc2)N(C[C@@H]2CCCN2C[C@H](Cc2ccc(O)cc2)N2C[C@H](Cc3ccc(O)cc3)N(CCc3ccccc3)C(=O)C2=O)C1=O | 1.8
CCc1nc2ccc(C(=O)NCCN3CCCC3)cn2c1N(C)Cc1ccc(OC)cc1 | 0.8
CCCCCCn1cc(CN2CC(N3CCN(CCO)CC3)CS2(=O)=O)nn1 (stereo unspecified) | 1.1
Cc1ccc(Cc2c(-c3ccc(Cl)cc3)nc3c(Cl)cc(C(F)(F)F)cn23)cc1 | 0.7
COC(=O)C[C@H]1CC[C@@H](NC(=O)C2CC2)[C@@H](CO)O1 | 2.9

O=C(NCc1ccc(Cl)c(Cl)c1)c1cc(C2CCCCN2C(=O)OCCF)on1 (stereo unspecified)
  phage Ecoli inh = -1.6

Cc1ccc2nc(-c3ccc(Cl)cc3)c(Cc3ccccn3)n2c1
  phage Ecoli inh = 2.6

COCc1cn(CC[C@@H]2CC[C@@H](NC(=O)Nc3ccc4c(c3)OCO4)[C@@H](CO)O2)nn1
  phage Ecoli inh = 2.5

COC(=O)[C@]12C[C@H](CC(=O)NCCCCc3ccccc3)C(=O)N(Cc3ccc4c(c3)OCO4)C1=C[C@H](C(C)(C)C)O[C@@H]2C
  phage Ecoli inh = 2.1

Fc1ccc(-c2nc3ccc(Br)cn3c2Cc2ccsc2)cc1
  phage Ecoli inh = 2.6

CCOC(=O)C1(C)CCCN1C(=O)c1cccs1 (stereo unspecified)
  phage Ecoli inh = 1.1

CC(C)NC(=O)C1(C)CSCC(=O)N1Cc1cccc(C(F)(F)F)c1 (stereo unspecified)
  phage Ecoli inh = 3.9

O=c1c(-c2ccccc2)nc2ccccc2n1C(c1ccccn1)c1nc2ccccc2[nH]1 (stereo unspecified)
  phage Ecoli inh = -3.3

CC(C)(C)[C@H](NC(=O)c1ccc(N)c(Cl)c1)C(=O)N1CCC[C@H]1C(=O)N[C@H](C#N)CC(=O)O
  phage Ecoli inh = -0.9

COc1cccc(C(O)c2nc(-c3cccc(NC(C)=O)c3)cs2)c1 (stereo unspecified)
  phage Ecoli inh = 2.7

Cc1cccnc1C(NC(=O)C1CCN(CCCc2ccccc2)CC1)c1ccc(F)cc1 (stereo unspecified)
  phage Ecoli inh = 2.8

COC(=O)[C@@]12C[C@@H](CC(=O)NCCCCc3ccccc3)C(=O)N(Cc3ccco3)C1=CCC(C)(C)C2
  phage Ecoli inh = 2.9

CCC(C(=O)NC1CCCC1)n1c(-c2cc3ccccc3[nH]2)nc2ccccc21 (stereo unspecified)
  phage Ecoli inh = 1.3

COc1cc(OC)cc(C2=Cc3ccccc3C(CC(C)=O)N2c2ccc(-c3cncnc3)cc2)c1 (stereo unspecified)
  phage Ecoli inh = -1.2

COc1ccc(-c2cc3c(c4c2ccn4C)C2CCC3C2)cc1 (stereo unspecified)
  phage Ecoli inh = 0.6

O=C(CC[C@H]1O[C@@H](n2ccc(=O)[nH]c2=O)[C@H](O)[C@@H]1O)N[C@H](Cc1ccccc1)C(=O)NCc1ccc2c(c1)OCO2
  phage Ecoli inh = 1.1

Nc1[nH]c(C(=O)c2ccccc2)c(-c2cc(F)ccc2Br)c1C(=O)NCCc1c[nH]c2ccccc12
  phage Ecoli inh = -0.6

CNc1ncnc2c1ncn2[C@H]1CN(C2CCCC2)C[C@@H](CO)O1
  phage Ecoli inh = -0.5

Cc1ccc(CC2(C)C(=O)Nc3ccc(OC(F)(F)F)cc32)cc1 (stereo unspecified)
  phage Ecoli inh = 1.9

O=C(Nc1cccc(Br)c1)Oc1cccc2cccnc12
  phage Ecoli inh = 5.1

COC(=O)c1cc2c(c3c4cc(F)ccc4n(S(=O)(=O)c4ccc(OC)cc4)c13)C(=O)N(Cc1ccccc1OC)C2
  phage Ecoli inh = 0.5

Fc1cccc(Cl)c1C1SCc2nc3ccccc3n21 (stereo unspecified)
  phage Ecoli inh = 3.8

CC(=O)NCCNc1nc(NC(C)C)nc2ccsc12
  phage Ecoli inh = 4.5

CCc1nc2c(OCC(=O)C(C)(C)C)cccn2c1N(C=O)Cc1ccccc1
  phage Ecoli inh = 2.5

OC(c1ccc(F)cc1)c1ncc(-c2ccc(Oc3ccccc3)cc2)[nH]1 (stereo unspecified)
  phage Ecoli inh = 4.7

CN(C)C(=O)c1cccc(-c2ccc3nncn3c2)c1
  phage Ecoli inh = 1.8

Cc1ccc2c(c1)c1ncnc(N3CCC4(CC3)OCCO4)c1n2C
  phage Ecoli inh = 2.7

Cc1ccccc1-c1cc2nc(NCCN3CCNC3=O)n(C)c(=O)c2s1
  phage Ecoli inh = -0.3

CCOc1ccc(NC(=O)CN2C(=O)c3cccc4cccc2c34)cc1
  phage Ecoli inh = 1.1

CCOCCC(=O)Nc1ccc2c(c1)c(=O)n(C)n2-c1ccc2ccccc2c1
  phage Ecoli inh = 0.1

CCOC1=C2CN(S(=O)(=O)c3ccc(C)cc3)C(c3ccc(C)cc3)CC2N(S(=O)(=O)c2ccc(C)cc2)C(c2ccccc2)C1 (stereo unspecified)
  phage Ecoli inh = 3.3

N#Cc1ccc(-c2nc3ccc(Cl)cn3c2Cc2cccc(Cl)c2)cc1
  phage Ecoli inh = 5.2

Three compounds from above, arranged by the value under phage Ecoli inh, low to high.
CN(C)C(=O)c1cccc(-c2ccc3nncn3c2)c1
  phage Ecoli inh = 1.8

Cc1ccc2c(c1)c1ncnc(N3CCC4(CC3)OCCO4)c1n2C
  phage Ecoli inh = 2.7

CCOC1=C2CN(S(=O)(=O)c3ccc(C)cc3)C(c3ccc(C)cc3)CC2N(S(=O)(=O)c2ccc(C)cc2)C(c2ccccc2)C1 (stereo unspecified)
  phage Ecoli inh = 3.3

Some of the compounds tested; the hit share may differ from the screen's.
